# influenza NS1A: NS1A inhibition, H1N1 influenza, cell based functional assay (AID 504329); NS1A functional cell-based assay, percent inhibition; higher % means a stronger effect; inhibition, % at 12.5 µM, or IC50 in µM where a hit was titrated; 0.3% of 340,000 active; in the data active = a potency from the dose series; inconclusive = inhibition above about 27% without an active follow-up result; note: strong numbers were not always called active
# PhoP GFP inhibition: Inhibition of PhoP regulon, Salmonella typhi GFP reporter cells, confirmation, 4 h (AID 1850) | Salmonella Typhi PhoP-promoter GFP reporter, fluorescence, 4 h; higher % means a stronger effect | inhibition, % at 50 µM; hits with a dose series show IC50 in µM | 0.33% of 310,000 active; in the data active = a potency from the dose series; inconclusive = inhibition mostly from about 25% at the one dose, without a potency; inactive = the rest, 99 in 100 with inhibition below about 19%;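 note: 0% = induced wells with vehicle and 100% = uninduced wells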
# VEEV TC-83 Vero: inhibitors of VEEV TC-83 cytopathic effect, confirmation, Vero cells (AID 588727); Vero cells, VEEV TC-83 cytopathic effect inhibition; higher % means a stronger effect; one-dose inhibition, % at 20 µM; IC50 in µM for titrated hits; 0.13% of 350,000 active; in the data active = a potency from the dose series; inconclusive = inhibition mostly from about 14% at the one dose, without a potency; inactive = the rest, 99 in 100 with inhibition below about 12%; note: strong numbers were not always called active
# tuberculosis growth: growth inhibition of non-replicating M. tuberculosis (AID 488890). Mycobacterium tuberculosis non-replicating, growth inhibition; higher % means a stronger effect. one-dose inhibition, % at 25 µM; IC50 in µM for titrated hits. 0.39% of 320,000 active; in the data active = a potency from the dose series; inconclusive = inhibition mostly from about 82% at the one dose, without a potency; inactive = the rest, 99 in 100 with inhibition below about 76%;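 note: plate controls were DMSO cells for no effect and high antibiotic wells for full effect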
# M. tuberculosis HTS: M. tuberculosis growth inhibition, HTS (AID 449762); M. tuberculosis H37Rv growth inhibition, 7H9 media; higher % means a stronger effect; one-dose inhibition, % at 25 µM; IC50 in µM for titrated hits; 0.59% of 330,000 active; in the data active = a potency from the dose series; inconclusive = inhibition above about 70% without an active follow-up result;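 note: bacterial growth assessed after seven days of incubation; strong numbers were not always called active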
# * marks the source's active call; other numbers are inactive results; i = inactive; ? = inconclusive; / = not tested or not shown. The order is random; 1.5% or so of the library scored in one or more.
smiles,tuberculosis growth,VEEV TC-83 Vero,PhoP GFP inhibition,M. tuberculosis HTS,influenza NS1A
Cc1ccc2nc(/C(C#N)=C\c3ccc(OC(=O)c4cccs4)cc3)[nH]c2c1,?,5.2%,6.8%,?,-2.7%
COc1ccc(C(C)n2c(C)c3c(C)nnc(C)c3c2C)cc1 (configuration not stated),22.5%,1.0%,-2.5%,-6.9%,25.4%
COc1ccc(N2CCN(C(=O)c3sc4ncn(CC(=O)N5CCCCC5C)c(=O)c4c3C)CC2)cc1 (configuration not stated),4.2%,1.6%,5.3%,-4.5%,-12.6%
COc1ccc(F)cc1C(=O)C1CCCN(C(=O)CSc2ccccn2)C1 (configuration not stated),14.6%,0.1%,-11.1%,7.5%,-1.4%
CCN1CCN(C(=O)c2ccc3c(c2)c(C)c(C)n3Cc2ccccc2)CC1,31.5%,0.3%,2.0%,23.0%,5.2%
Cc1c(F)cccc1NS(=O)(=O)c1ccc(N2CCCC2=O)cc1,/,0.6%,/,/,-5.5%
CCOC(=O)c1ccc(NCc2ccncc2)cc1,47.7%,i,1.8%,-5.8%,2.9%
C/C(N)=C(/C#N)C(=O)CSc1nnc(C)n1-c1ccccc1,-16.6%,1.1%,19.6%,-2.3%,-7.3%
COc1ccc(/C=C/C(=O)NCc2cn(C)nc2C)cc1COc1ccc(Br)cc1,/,0.1%,-0.2%,/,-10.3%
Nc1c(C(=O)C2CC2)sc2nc(-c3ccccc3)cc(C(F)(F)F)c12,14.5%,0.4%,-46.9%,0.4%,-2.9%
COc1ccc(S(=O)(=O)N2CCCC(C(=O)NCc3cccnc3)C2)cc1OC (configuration not stated),-10.6%,i,1.3%,-0.8%,2.6%
CCCCn1c(N)c(Sc2ccccc2[N+](=O)[O-])c(=O)[nH]c1=O,-1.1%,0.5%,-19.6%,4.7%,0.2%
Cc1ccc(Cn2ccc(=O)c(OCc3ccccc3)c2C)cc1,26.5%,0.8%,-6.0%,-1.9%,-11.8%
COc1ccc(OC)c(Nc2nc(C)nc3c2oc2ccccc23)c1,-20.1%,12.4%,-11.0%,-11.6%,-9.2%
CSc1ccc(/C=C(\NC(=O)c2ccc(C)cc2)C(=O)Nc2cccc(C)c2)cc1,-12.7%,1.9%,-2.8%,0.2%,-3.4%
O=C(NNC(=O)c1ccc2ccccc2c1)c1cccc(Cl)c1,/,i,/,/,1.8%
O=C(C1CCC(Cn2c(=O)[nH]c3ccccc3c2=O)CC1)N1CCN(c2ccccc2)CC1 (configuration not stated),/,8.3%,/,-7.6%,-1.3%
O=C(Nc1ccc2c(c1)OCO2)c1cc(-c2cccc(O)c2)on1,2.7%,2.2%,-16.1%,13.4%,-3.5%
Cc1cccc(-c2nc(NCCCN3CCOCC3)c3ccccc3n2)c1,38.4%,7.8%,16.4%,3.4%,3.1%
O=c1[nH]c(O)c(C=NC2CCCCC2)c(=O)[nH]1,3.5%,5.2%,0.8%,4.5%,-21.1%

# Next part:
smiles,tuberculosis growth,VEEV TC-83 Vero,PhoP GFP inhibition,M. tuberculosis HTS,influenza NS1A
CCOC(=O)C1CCCN(C(=O)CN2CCN(Cc3ccc(Cl)cc3)C2=O)C1 (configuration not stated),7.6%,/,-5.6%,-3.3%,/
Cc1cccc(NC(=O)CSc2nnc(Cn3cnc4ccccc43)o2)c1,-4.0%,0.8%,7.5%,-6.5%,4.3%
COc1ccccc1NC(=O)CN1C(=O)NC2(CCCCCCC2)C1=O,-7.1%,1.5%,-23.1%,-0.7%,-0.7%
Cc1nn(-c2ccccc2)nc1CNC(=O)C1CC1,2.2%,1.2%,-0.5%,-10.4%,-16.5%
COc1cccc(N(CC(=O)Nc2cccc(F)c2)S(C)(=O)=O)c1,-5.4%,0.9%,1.9%,-4.2%,-20.1%
O=C(Nc1ccncc1)C1(c2ccccc2)CCCC1,-10.5%,0.4%,-19.4%,-2.3%,-16.9%
Cc1cccc(NC(=O)COc2coc(CN3CCN(c4ccccc4)CC3)cc2=O)c1C,19.9%,2.9%,-3.5%,13.3%,3.3%
O=C(COC(=O)Cn1cnc2ccccc21)NCCCc1ccccc1,-4.3%,0.8%,-4.9%,2.5%,-2.6%
CCCCN(CC)CCNC(=O)c1ccc2c(Cl)c3c(nc2c1)CCC3,29.8%,i,-3.0%,7.5%,4.1%
Cc1cc(Nc2ccc(Br)cc2F)n2ncnc2n1,50.8%,6.3%,-2.0%,-0.8%,8.0%
COc1cc(C)nc(N2CCCC(C(=O)Nc3cccc(Cl)c3C)C2)n1 (configuration not stated),-1.2%,i,-18.7%,-4.8%,-0.3%
CCCCn1c(N)c(N(CCC(C)C)C(=O)C2CCN(C(=O)c3ccccc3C)CC2)c(=O)[nH]c1=O,-3.4%,5.7%,6.0%,-4.3%,-3.6%
CN(C)CCCN(C(=O)c1ccc2c(c1)CCCC2)c1nc2ccc(F)cc2s1,78.9%,6.1%,16.4%,?,12.3%
O=P(O)(CCc1ccncc1)CN1CCCCC1,-7.5%,0.8%,-7.9%,-2.3%,3.0%
COc1ccc(N2CC(C(=O)Nc3ccccc3N3CCCC3)CC2=O)c(OC)c1 (configuration not stated),-7.6%,10.8%,5.5%,-6.6%,-4.2%
O=C(Nc1ccc(Cl)c(C(F)(F)F)c1)C1CCCN(S(=O)(=O)c2cnc[nH]2)C1 (configuration not stated),6.3%,1.3%,-2.6%,-7.7%,1.2%
Cc1ccc(C(=O)Nc2ccccc2-c2ccccc2)o1,25.1%,0.8%,0.9%,9.6%,-6.8%
Cc1cc2ccccn2c1C(=O)c1ccc(Cl)cc1,39.3%,i,-1.0%,-1.9%,-4.5%
CCc1nnc(NC(=O)c2cccc(C(=O)Nc3nnc(CC)s3)n2)s1,?,6.9%,-2.2%,?,-2.2%
CC(=O)NC1C(Oc2ccc(C=O)cc2)OC(COC(C)=O)C(OC(C)=O)C1OC(C)=O (configuration not stated),-12.8%,i,14.0%,-2.7%,-23.8%

# Rewritten with two lines to a compound: entries from further up.
# The line under a structure holds: tuberculosis growth | VEEV TC-83 Vero | PhoP GFP inhibition | M. tuberculosis HTS | influenza NS1A
> Nc1c(C(=O)C2CC2)sc2nc(-c3ccccc3)cc(C(F)(F)F)c12
    14.5% | 0.4% | -46.9% | 0.4% | -2.9%
> COc1ccc(S(=O)(=O)N2CCCC(C(=O)NCc3cccnc3)C2)cc1OC (configuration not stated)
    -10.6% | i | 1.3% | -0.8% | 2.6%
> CCCCn1c(N)c(Sc2ccccc2[N+](=O)[O-])c(=O)[nH]c1=O
    -1.1% | 0.5% | -19.6% | 4.7% | 0.2%
> Cc1ccc(Cn2ccc(=O)c(OCc3ccccc3)c2C)cc1
    26.5% | 0.8% | -6.0% | -1.9% | -11.8%
> COc1ccc(OC)c(Nc2nc(C)nc3c2oc2ccccc23)c1
    -20.1% | 12.4% | -11.0% | -11.6% | -9.2%

# Additional structures.
smiles,tuberculosis growth,VEEV TC-83 Vero,PhoP GFP inhibition,M. tuberculosis HTS,influenza NS1A
COc1ccc(C2Nc3ccccc3C(=O)N2Cc2ccccc2)cc1CN1CCOCC1 (configuration not stated),6.7%,3.9%,-0.1%,-0.8%,-19.0%
Cc1c(C(=O)OCC(=O)N2CCCC2=O)oc2ccccc12,-14.4%,2.5%,-2.7%,-2.7%,-11.1%
N#Cc1c(N2CCCC2)nc(N)c2c(N)nc(N3CCCC3)cc12,-3.7%,5.4%,-14.4%,-1.3%,24.2%
COc1ccccc1C(=O)N=c1sc2c(C)ccc(OC)c2n1C,21.1%,11.7%,3.5%,6.2%,-0.1%
Cc1ccc(CNC(=O)C2CCC(=O)N2C2CCCCC2)cc1 (configuration not stated),-8.4%,1.5%,2.1%,-1.4%,5.4%
CC(OC(=O)c1ccc(NC(=O)CC#N)cc1)C(=O)NCCC1=CCCCC1 (configuration not stated),38.6%,1.3%,/,3.5%,1.4%
COc1ccc2nc(-c3ccccc3)cc(C(=O)OCC(=O)NC3CC3)c2c1,/,2.3%,/,/,-4.9%
CCN(CC)S(=O)(=O)c1cccc(C(=O)OC2CCOC2=O)c1 (configuration not stated),-17.4%,i,-26.4%,2.5%,2.2%
O=C(Cc1cccc2ccccc12)NNC(=O)c1ccc(Br)o1,24.1%,0.7%,-1.5%,-0.4%,-1.1%
COc1ccc(NC(=O)CC2S/C(=N\c3nccs3)N(C)C2=O)cc1 (configuration not stated),19.5%,2.2%,-7.9%,0.3%,-7.7%
Cc1ccc(C)c(OCCC(=O)NNC(=O)c2cc(C)oc2C)c1,-4.2%,2.8%,/,-3.7%,-2.2%
COc1ccc2nc(NS(=O)(=O)c3ccc(NC(C)=O)cc3)sc2c1,-8.6%,0.2%,-2.1%,-6.8%,0.7%
O=C(c1ccc(-c2cccc(C(F)(F)F)c2)o1)N1CCN(c2ccccc2O)CC1,4.6%,13.2%,-1.0%,18.5µM*,2.1%
CCOCC(=O)Nc1cc(C(F)(F)F)ccc1Oc1cccc(Br)c1,32.9%,0.7%,-5.2%,33.9%,-2.3%
CCCCn1c(N)c(N(CCOC)C(=O)CN(C)CC(=O)Nc2ccc(Cl)c(Cl)c2)c(=O)[nH]c1=O,39.5%,6.7%,/,7.6%,-9.8%
COc1ccc(NS(=O)(=O)c2cc(Cl)ccc2Cl)cc1S(=O)(=O)N1CCCCC1,15.9%,1.2%,-9.4%,1.8%,2.6%
COc1cccc(CNC(=O)C(c2ccc(Cl)cc2)C(C)C)c1 (configuration not stated),17.2%,0.1%,1.8%,4.3%,-11.1%
N#C/C(=C\N1CCOCC1)S(=O)(=O)c1ccc(Cl)cc1,6.6%,i,-19.5%,1.3%,/
O=C(Nc1nccs1)C1CC(=O)N(c2ccc(F)cc2)C1 (configuration not stated),9.3%,0.2%,16.1%,1.9%,4.1%
COc1ccc(CNC(=O)CN(Cc2ccco2)C(=O)CCC(=O)Nc2ccccn2)cc1,-10.9%,7.3%,-13.8%,7.0%,10.1%

# Going on with the list:
smiles,tuberculosis growth,VEEV TC-83 Vero,PhoP GFP inhibition,M. tuberculosis HTS,influenza NS1A
CC(C)n1c(N2CCN(S(=O)(=O)c3cccc([N+](=O)[O-])c3)CC2)nc2ccccc21,43.3%,5.0%,5.1%,12.7%,-0.3%
Cc1ccc(C)c(OC(=O)C2CSC3(C)CCC(=O)N23)c1C (configuration not stated),-3.6%,i,/,-8.2%,0.3%
COC(=O)/C(=C\C(=O)c1ccc([N+](=O)[O-])cc1)Nc1ccc(OC)cc1,1.2%,i,1.4%,13.8%,/
CCOc1ccc(C(C)NC(=O)C2CCN(S(=O)(=O)c3ccc(OC)cc3)CC2)cc1OCC (configuration not stated),/,1.5%,/,/,-14.2%
COc1ccc(-c2cc(=O)c3cc(OC)ccc3o2)cc1,-0.4%,1.6%,-0.4%,-10.4%,-2.7%
COc1ccc(N2C(=S)N=C(Nc3cccc(C)c3)C23CCCCC3)cc1,-15.5%,1.8%,-5.8%,1.3%,-8.3%
CCOC(=O)N1CCN(C(=O)COC(=O)CNC(=O)c2ccc(OCC)c(OCC)c2)CC1,/,0.1%,/,/,-6.1%
CN(CC(=O)Nc1sccc1C(N)=O)S(=O)(=O)c1ccc(Cl)cc1,26.8%,5.0%,/,1.9%,-12.3%
O=C([C@@H]1Cc2ccccc2CN1)N1CCN(Cc2ccccc2)CC1,0.4%,0.7%,15.2%,7.5%,-8.6%
CCCOc1ccc(C(=O)N/N=C/c2ccc(-c3ccc(S(=O)(=O)Nc4ncccn4)cc3)o2)cc1,32.6%,1.0%,13.1%,8.0%,-3.4%
O=C1NN(c2ccccc2)C(=O)/C1=C/c1ccc(-c2cccc(C(=O)O)c2)o1,-0.2%,1.0%,-17.5%,4.8%,4.9%
CC1CC(=O)N(c2ccc(NCc3ccc(Cl)cc3)c([N+](=O)[O-])c2)C1=O (configuration not stated),-13.4%,1.8%,5.2%,-3.9%,11.0%
CN(Cc1ccccc1)c1ccc(C(=O)O)cc1[N+](=O)[O-],-2.1%,i,-8.6%,-0.4%,-2.6%
CCOC(=O)C1CCN(C(=O)CSc2n[nH]c(=O)[nH]c2=O)CC1,-4.2%,i,-6.4%,-9.4%,2.7%
COc1ccccc1CNC(=O)c1nnc(Cc2ccc(Cl)cc2)o1,/,0.7%,-21.4%,0.9%,-4.8%
O=C(O)c1ccccc1/C=N/Nc1ccc(S(=O)(=O)N2CCOCC2)cc1[N+](=O)[O-],4.6%,0.5%,1.6%,-1.1%,-6.8%
On1onc2c3cc(-c4ccccc4)nc3ccc21,0.31µM*,1.4%,-13.9%,<0.2µM*,26.3%
CCOc1ccc(/C=C(\C(=O)O)c2ccc(S(=O)(=O)N3CCCCC3)s2)cc1OC,1.0%,0.9%,/,-10.4%,-0.9%

# Compound activity (PubChem BioAssay)
